Screens from PubChem BioAssay.
All columns: NCI-60 one-dose screen, growth in % after 48 h at 10 µM unless noted; 100 = growth as untreated, 0 = no growth, -100 = all killed.
MALME-3M: MALME-3M melanoma; hit rate 5.8% among 78,000
HS 578T: HS 578T breast cancer; hit rate 4.1% among 78,000
SK-MEL-2: SK-MEL-2 melanoma; hit rate 4.7% among 77,000; AID 1794763
T-47D: T-47D breast cancer | hit rate 5% among 79,000
BT-549: BT-549 breast cancer. hit rate 4.4% among 78,000. AID 1794793
LOX IMVI: LOX IMVI melanoma; hit rate 7.4% among 79,000; AID 1794757
MCF7: MCF7 breast cancer; hit rate 6.3% among 82,000; AID 1794796
MDA-MB-231: MDA-MB-231 breast cancer; AID 1794789; hit rate 5% among 81,000
* marks the source's active call; other numbers are inactive results; · = no result given; & = joins results of further samples. Rule for the calls: active = growth percent below 10; inactive = the rest.

A first look, 9 compounds:
SMILES	MALME-3M	HS 578T	SK-MEL-2	T-47D	BT-549	LOX IMVI	MCF7	MDA-MB-231
CCNc1cc2nc(-c3ccccc3)nn(-c3ccccc3)c-2cc1=O	92.1	100.5	109.5	88.9	106.4	91.9	100.3	106.0
COc1ccc(/C=C2\SC(=O)N(CC(=O)Nc3ccc(C(=O)/C=C/c4cc5ccccc5nc4Cl)cc3)C2=O)cc1	86.1	98.0	82.4	63.8	86.4	90.5	77.2	94.3
COc1cc(/C=C2\Oc3cc(OCC(=O)c4ccc([N+](=O)[O-])cc4)ccc3C2=O)cc(OC)c1OC	·	100.6	130.2	102.3	·	97.7	97.9	99.2
Cc1nc(-c2cc3ccccc3oc2=O)ccc1C(=O)/C=C/c1c[nH]c2ccccc12	105.4	99.3	110.9	96.6	101.9	106.3	91.8	99.1
COc1ccc(/C=C/C(=O)c2cc(OC)c(OC)c(OC)c2)cc1OCC(=O)Nc1nc2ccc(OC(F)(F)F)cc2s1	26.8	-20.8*	45.7	24.3	25.7	-22.9*	4.1*	-16.1*
CSc1ccc(N2C(N)=NC(N)=NC2(C)C)cc1	77.3	93.7	109.8	90.6	71.0	56.8	76.5	78.3
CC(C)OCc1cc(CN2CCN(c3cccc(Cl)c3)CC2)c(O)c2ncccc12	-40.6*	-0.8*	-59.1*	3.3*	-46.0*	-73.3*	4.9*	-41.9*
Clc1ccc(Cc2ccccn2)cc1	97.5	·	94.1	92.1	109.7	96.6	101.5	106.7
CC(C)CNCC(=O)Nc1cccc(C(=O)OC(C)C)c1	97.9	101.1	91.2	91.2	72.0	101.6	97.8	108.9

Main list, from the first entry:
SMILES	MALME-3M	HS 578T	SK-MEL-2	T-47D	BT-549	LOX IMVI	MCF7	MDA-MB-231
CCNc1cc2nc(-c3ccccc3)nn(-c3ccccc3)c-2cc1=O	92.1	100.5	109.5	88.9	106.4	91.9	100.3	106.0
COc1ccc(/C=C2\SC(=O)N(CC(=O)Nc3ccc(C(=O)/C=C/c4cc5ccccc5nc4Cl)cc3)C2=O)cc1	86.1	98.0	82.4	63.8	86.4	90.5	77.2	94.3
COc1cc(/C=C2\Oc3cc(OCC(=O)c4ccc([N+](=O)[O-])cc4)ccc3C2=O)cc(OC)c1OC	·	100.6	130.2	102.3	·	97.7	97.9	99.2
Cc1nc(-c2cc3ccccc3oc2=O)ccc1C(=O)/C=C/c1c[nH]c2ccccc12	105.4	99.3	110.9	96.6	101.9	106.3	91.8	99.1
COc1ccc(/C=C/C(=O)c2cc(OC)c(OC)c(OC)c2)cc1OCC(=O)Nc1nc2ccc(OC(F)(F)F)cc2s1	26.8	-20.8*	45.7	24.3	25.7	-22.9*	4.1*	-16.1*
CSc1ccc(N2C(N)=NC(N)=NC2(C)C)cc1	77.3	93.7	109.8	90.6	71.0	56.8	76.5	78.3
CC(C)OCc1cc(CN2CCN(c3cccc(Cl)c3)CC2)c(O)c2ncccc12	-40.6*	-0.8*	-59.1*	3.3*	-46.0*	-73.3*	4.9*	-41.9*
Clc1ccc(Cc2ccccn2)cc1	97.5	·	94.1	92.1	109.7	96.6	101.5	106.7
CC(C)CNCC(=O)Nc1cccc(C(=O)OC(C)C)c1	97.9	101.1	91.2	91.2	72.0	101.6	97.8	108.9
COc1ccc(C(=O)NNC(=O)c2cccc3ccccc23)cc1	·	109.5	106.5	100.8	107.5	101.1	107.9	107.8
N#CCCSC(=S)N1CCCCC1	85.3	94.6	84.0	98.1	103.1	93.5	105.3	103.8
CCOC(=O)c1ccc(C(=O)O)cc1OC	106.7	96.7	103.6	106.6	109.4	101.2	98.7	96.6
CCN(CC)CCCC(C)Nc1nccc2cccc(Cl)c12 (stereo unspecified)	123.2	89.3	111.7	98.2	92.9	83.6	96.1	99.0
CCc1c(C)c2ccc(O)c(N3C(=O)C(=O)N(c4ccccc4)C3=O)c2oc1=O	107.2	111.8	95.6	88.8	97.3	99.5	110.6	109.1
Cc1cc(=O)n2nc(-c3cn(C)c4ccc(Cl)cc34)sc2n1	93.0	83.9	·	50.8	108.1	85.4	14.5	82.3
COc1cc(CCn2nnc3c(Nc4ccc(N5CCN(C)CC5)cc4)ncnc32)cc(OC)c1	98.5	90.6	124.0	·	·	99.1	98.1	88.9
CC/C(=C(/c1ccc(O)cc1)c1ccc(OCCN(C)C(=O)COCCOCCNC(=O)Cc2ccc3c(c2)CN([C@@H]2CCC(=O)NC2=O)C3=O)cc1)c1ccccc1	1.5*	19.1	64.1	6.1*	-26.0*	92.1	19.6	-22.2*
c1ccc(SC(c2ccccc2)c2ccccc2)cc1	92.8	98.0	94.8	91.6	102.9	104.4	112.9	88.8
Cn1c2ccc(Br)cc2c2c3c(c4c5ccccc5ccc4c21)C(=O)N(O)C3=O	116.4	108.2	109.1	89.8	98.9	94.1	77.7	97.2
N=C(N)c1ccc(-c2ccc(-c3ccc(F)cc3)s2)s1	76.9	84.6	73.6	-38.2*	80.0	-67.2*	-67.0*	-54.4*
COc1ccc(/C=N/Nc2ncnc3sc4c(c23)CCN(Cc2ccccc2)C4)cc1	75.3	66.0	85.3	70.4	62.1	53.3	45.5	51.2
CNCc1ccc([N+](=O)[O-])cc1	92.2	91.1	112.0	95.2	96.5	99.2	86.3	101.3
O=C(Nc1ccc(NS(=O)(=O)c2ccccc2)cc1)C12CC3CC(CC(C3)C1)C2	90.6	102.9	116.4	80.2	106.5	91.3	82.1	103.6
C#CCOc1ccc(/C=N/Nc2nc(-c3cc4cc(Br)ccc4oc3=O)cs2)cc1	67.2	68.5	92.1	38.6	·	78.8	51.0	79.2
NC(N)=N/N=C(/CCC(=O)O)C(=O)O	102.1	·	105.4	97.4	106.1	109.3	95.5	104.5
COc1cc(N(C)C)ccc1/C=C(/C#N)C(=O)N1c2ccccc2Sc2ccc(SC)cc21	112.2	102.7	97.4	80.0	106.4	·	93.1	96.6
Cc1noc(C)c1C(=O)Nc1nc(-c2ccccc2)cs1	92.2	94.6	62.0	80.9	75.5	96.8	111.1	101.5
COP(C)(=O)/C(Cc1ccccc1)=N\O (stereo unspecified)	100.3	100.5	94.2	95.5	108.5	101.2	99.6	107.2
COCO[C@@]12C(=O)N(C)c3cccc(c31)C=C1C(C)(C)N(Cc3ccc(OC)cc3OC)C(=O)[C@]12C(=O)OC	113.8	85.5	93.9	86.2	112.2	104.2	96.5	107.4
CN(C)C1C(=O)C(C(=O)NCNC2C(=O)N3C2SC(C)(C)C3C(=O)O)=C(O)C2(O)C(=O)C3=C(O)c4c(O)cccc4C(C)(O)C3CC12 (stereo unspecified)	106.6	116.0	99.0	94.1	111.0	94.8	95.4	102.0
CCCCCCCCCCCCCCCC[N+](C)(C)CCCNS(=O)(=O)c1ccc(C(C)(C)C)cc1	98.4	113.8	105.2	97.6	120.6	105.4	95.3	98.8
NNC(=O)C(O)C(O)C(O)C(O)CO (stereo unspecified)	118.7	109.4	161.8	113.3	114.5	90.4	102.5	93.6
CCOc1nc(-c2cccs2)n2nc(-c3ccco3)cc2n1	112.0	108.5	119.0	86.5	104.9	91.5	67.1	108.9
COc1ccc(CN2CCCN(Cc3ccc(OC)cc3)C2c2ccccc2)cc1	111.1	91.0	109.8	106.5	71.6	83.2	89.7	98.3
CC(C)(N)CNc1ccccc1	114.3	111.2	·	91.9	107.6	103.7	106.6	109.7
c1ccc2c[n+](Cc3ccc4ccccc4n3)ccc2c1	75.7	86.2	102.1	62.6	47.2	88.8	72.2	89.4
Cn1nc(C(=O)Cl)c(=O)[nH]c1=O	111.8	·	113.4	93.4	103.8	105.2	96.1	117.4
O=[N+]([O-])c1ccc(-c2nnc(SCc3ccc(O)c4ncccc34)n2-c2ccccc2)cc1	19.6	5.1*	13.8	24.1	20.0	-19.9*	11.4	24.8
CC1=C(C(=O)c2ccccc2)C(c2cccc(Cl)c2Cl)n2c(nc3ccccc32)N1 (stereo unspecified)	57.9	·	76.0	76.6	52.4	·	26.7	·
C=CCn1c(SC/C(=N\O)c2ccc(OC)cc2)nnc1-c1c[nH]c2ccccc12	96.8	97.4	107.9	73.6	103.8	·	88.7	86.5
O=C(O)C(O)C(O)C(OC1OC(CO)C(O)C(O)C1O)C(O)CO (stereo unspecified)	108.6	128.1	117.6	110.0	111.9	113.4	102.8	115.3
O=C(Nc1ccc(F)cc1)c1cc([N+](=O)[O-])ccc1O	37.4	64.0	37.0	56.0	81.5	56.3	61.5	65.9
Clc1ccccc1-c1nnc(Cn2c(COc3cccc4ccccc34)nc3ccccc32)o1	83.3	72.3	78.4	77.5	87.6	84.0	49.7	67.4
COc1ccc2c(c1C)CN1CCc3cc4c(cc3C1=C2)OCO4	98.5	·	112.3	93.4	94.8	90.4	90.2	107.2
CCN(CC)CCOc1ccc2ccc(=O)oc2c1	104.8	109.4	103.0	97.5	101.8	101.1	97.6	99.5
O=c1[nH]c2ccc(Cl)cc2cc1CSc1nccc(-c2ccc(Cl)cc2)n1	51.0	33.8	34.5	41.6	23.9	57.5	·	45.7
COc1ccc(CN2[C@@H](C(=O)NCc3ccc(C(=O)NO)cc3)Cc3c([nH]c4ccccc34)[C@@H]2C)cc1	0.9*	-5.6*	2.8*	13.9	43.6	1.7*	15.8	13.0
CC(C)C(=O)OCCN(C)CCc1ccccc1	111.8	123.5	94.1	103.7	114.5	95.7	92.0	124.8
O=S(=O)(O)c1ccc(N=Nc2ccc(Nc3ccccc3)cc2)cc1	104.3	111.3	121.1	103.5	108.5	103.9	102.0	110.6
COc1ccc(CCn2c(=N)c(S(=O)(=O)c3ccccc3)cc3c(=O)n4ccccc4nc32)cc1	111.4	118.5	94.1	104.8	108.2	102.6	99.9	103.0

(continued)
SMILES	MALME-3M	HS 578T	SK-MEL-2	T-47D	BT-549	LOX IMVI	MCF7	MDA-MB-231
O=C1N(Cc2ccccc2)C(=O)C2(CC=CC2)C(=O)N1c1ccccc1	107.3	102.6	103.2	93.6	102.9	100.4	96.9	108.5
COc1cc(Cn2c(SCC(=O)Nc3ccc(F)cc3)nc3ccccc3c2=O)cc(OC)c1OC	90.5	87.5	94.7	95.1	93.4	91.5	87.2	86.3
COc1ccc(Cn2cc3c(c2-c2ccc(OC)cc2)CCc2cnoc2-3)cc1	·	-2.8*	31.0	38.7	30.3	32.2	4.2*	8.4*
CCCC(=O)Oc1ccc(/C(=C(\C)c2ccc(OC)cc2)c2ccc(OCCN3CCCCC3)cc2)cc1	61.9	84.3	80.9	32.7	82.2	68.5	28.3	109.3
CC(O)(c1ccccc1)C(C)(O)c1ccccc1 (stereo unspecified)	·	99.7	100.9	101.5	·	99.2	106.7	114.0
c1ccc(-c2nc(N3CCOCC3)c3c4c(sc3n2)CCCCC4)nc1	32.6	65.0	61.7	8.3*	62.8	83.2	23.7	60.4
CCCCC(=O)OC1CCCCC1	92.2	·	90.8	92.0	101.6	99.7	99.0	106.2
Cc1cc(=O)oc2cc(OCCCOc3ccc(/C=C/C(=O)Nc4ccccc4[N+](=O)[O-])cc3)ccc12	109.1	111.5	119.7	102.2	105.9	103.8	83.3	102.1
NS(=O)(=O)c1ccc(N2N=C(c3ccc(-c4ccccc4)cc3)CCC2=O)cc1	80.7	91.0	87.5	72.0	73.2	89.6	85.5	87.6
O=C(Cc1ccccc1)Nc1ccccc1-c1nc2ccccc2c(=O)[nH]1	114.3	63.9	80.8	77.5	87.5	89.8	57.5	86.4
N#Cc1ccc(-c2nn(-c3ccc(C(=O)O)cc3)cc2CNc2cc(Cl)cc(C(F)(F)F)c2)cc1	14.7	-0.3*	8.1*	8.3*	-22.5*	-24.0*	5.7*	27.7
CC1(C)CN=C(C(Oc2ccc(F)cc2)c2ccccc2)NC1 (stereo unspecified)	94.9	114.0	119.3	105.7	104.7	93.8	112.8	91.4
C/C(=N/O)c1ccc(N2C(=O)c3c(Br)c(Br)c(Br)c(Br)c3C2=O)cc1	90.8	99.9	96.8	99.2	112.0	97.4	86.3	101.9
N=C(N)SCC1CCCCC1	105.9	106.5	92.9	94.2	108.6	107.1	100.7	105.1
O=C1CC2(CCCC2)Oc2ncccc21	62.2	114.1	104.8	108.7	98.8	100.9	98.6	105.1
COC(=O)c1nn2c(c1C(=O)OC)CC1C(=O)N(c3ccccc3)C(=O)C1C2 (stereo unspecified)	123.5	122.0	97.2	104.1	107.0	103.4	107.3	97.0
O=C1OC2(OC(=O)c3ccccc32)Oc2cc([N+](=O)[O-])ccc21 (stereo unspecified)	105.6	97.0	99.3	96.6	104.8	98.5	92.5	101.6
CC(C)c1ccc(/C=N\NC(=S)N/N=C\c2ccc(C(C)C)cc2)cc1	95.5	86.2	101.0	110.8	98.4	101.3	84.6	86.6
COc1ccc(C=O)c([N+](=O)[O-])c1O	109.9	120.7	101.3	93.8	104.0	103.3	93.0	100.7
COc1ccc(/C=C/C#N)cc1	111.8&89.5	112.2&103.3	128.0	109.5&97.8	126.8&103.9	·	99.8&105.0	108.0&112.2
Oc1ccccc1-c1nc(-c2cccs2)no1	105.6	93.6	107.2	76.4	92.4	100.3	56.5	71.7
Cc1c(C(=O)O[C@H]2[C@@H]3[C@H](C)CC[C@H]3[C@]3(C)O[C@@]2(C2CCCCC2)C[C@H]3OC(=O)CO)ccc2ccccc12	42.3	-29.6*	40.3	·	33.4	·	3.3*	33.2
O=C1c2ccccc2C(=O)c2c(O)c(S(=O)(=O)O)cc(O)c21	94.7	132.1	·	119.5	110.2	90.4	100.7	93.6
COc1ccc([C@H]2[C@H](C(=O)O)c3ccccc3C(=O)N2c2ccc(OC)cc2)cc1	84.0	91.8	112.2	84.9	104.1	98.0	103.1	95.3
CCCCN(CCCC)S(=O)(=O)c1ccc(NC(=O)c2ccco2)cc1	84.2	95.4	74.7	71.4	60.2	76.8	56.2	95.4
Cc1c(C(N)=O)sc2c1c(=O)n(Cc1ccccc1)c1nnc(SCC(=O)NCc3ccccc3)n21	101.8	86.8	102.3	86.5	83.7	69.1	67.2	85.1
